# NCI-60 one-dose screen, 48 h, at 10 µM unless noted. Numbers give growth in % (100 = growth as untreated, 0 = no growth, -100 = all killed).
# NCI-H23 = NCI-H23 lung cancer | 80,000 compounds, 4% hits | AID 1794731
# NCI-H322M = NCI-H322M lung cancer; AID 1794733; 80,000 compounds, 2.7% hits
# NCI/ADR-RES = NCI/ADR-RES ovarian cells | 81,000 compounds, 4.4% hits
# OVCAR-3 = OVCAR-3 ovarian cancer. 79,000 compounds, 7% hits. AID 1794787
# NCI-H460 = NCI-H460 lung cancer | 82,000 compounds, 6.8% hits
# OVCAR-5 = OVCAR-5 ovarian cancer. 82,000 compounds, 2.9% hits. AID 1794783
# OVCAR-8 = OVCAR-8 ovarian cancer. 81,000 compounds, 4.4% hits
# NCI-H226 = NCI-H226 lung cancer | 79,000 compounds, 3.5% hits | AID 1794732
# NCI-H522 = NCI-H522 lung cancer; 78,000 compounds, 8% hits; AID 1794739
# Numbers without * were called inactive; . = no result given; & = joins results of further samples. The calls were made as follows: active = growth percent below 10; inactive = the rest. Outcome played no part in choosing rows; 11% or so of the library scored in one or more.
# Values run as follows: NCI-H460	OVCAR-3	NCI-H226	NCI-H522	NCI/ADR-RES	NCI-H23	OVCAR-5	OVCAR-8	NCI-H322M
1. CC(=O)c1c(Nc2cccc(F)c2)[nH]c2c(Cl)cc(Cl)c(Cl)c2c1=O
 : 3.6*	15	-4.3*	-8.4*	3.9*	3.8*	15	7.7*	9.0*
2. Cc1cc(NS(=O)(=O)c2ccc(-n3c(-c4ccccc4)nc(/C=C4\C=Nc5ccccc54)c3O)cc2)no1
 : 19	49	61	50	74	73	105	38	80
3. CN(C)CCOC(=O)C(c1ccccc1)c1ccccc1
 : 106	122	92	79	105	100	103	97	104
4. O=C(O)c1ccc(-n2cc(CNc3cccc(F)c3)c(-c3cc(C(F)(F)F)cc(C(F)(F)F)c3)n2)cc1
 : 90	97	98	93	92	94	105	99	93
5. NNC(=O)c1ccncc1
 : 106&111	118&114	105&86	108&93	193&101	125&101	99&101	106&100	100&96
6. COc1ccc(C(=O)Cn2c(=O)cc(C#N)c3ccc4cccnc4c32)cc1
 : 106	113	83	80	98	93	100	102	105
7. c1ccc2[nH]c(-c3ccc(-c4nccc5c4[nH]c4ccccc45)cc3)nc2c1
 : 43	-24*	77	27	63	69	129	16	59
8. O=C(O)c1ccc(Nc2ccnc(SCC(=O)c3ccc(-c4ccccc4)cc3)n2)cc1
 : 109	101	102	100	103	99	100	104	91
9. CCN1CCN(Cc2cn(-c3ccc(S(N)(=O)=O)cc3)nn2)CC1
 : 108	112	97	98	111	108	108	102	106
10. CC(=O)Nc1ccc(/C=N/Nc2ccc([N+](=O)[O-])cn2)cc1
 : 97	87	88	68	98	89	108	63	96
11. Clc1ccc2c(c1)Cc1cc(N=Cc3ccccc3Cl)ccc1-2
 : 95	91	83	76	91	95	86	122	83
12. CC12CCC(O)CC1=CCC1C2CCC2(C)C3=NN=CC3CC12 (centres undefined)
 : 125	116	105	105	99	101	106	107	118
13. CCCCCCCCOB(OCCCCCCCC)OCCCCCCCC
 : 107	79	93	93	102	95	100	99	89
14. Cc1ccsc1C(=O)CC(=O)C(F)(F)C(F)(F)C(F)(F)F
 : 114	110	93	112	107	104	97	102	104
15. CCOC(=O)C1=C(C(=O)c2ccccc2)C(c2cccc([N+](=O)[O-])c2)C(C(=O)c2ccccc2)=C(C(=O)OCC)N1
 : 99	96	85	83	91	86	88	97	94
16. CC12CCC3C(=CCc4cc(O)ccc43)C1CCC2O (centres undefined)
 : 103	114	100	80	100	101	89	91	96
17. Nc1nc2c(nnn2C2CC(O)C(CO)O2)c(=O)[nH]1 (centres undefined)
 : 54	41	50	24	30	45	88	38	52
18. COc1ccc(C(=O)O)cc1[N+](=O)[O-]
 : 114	104	96	94	102	98	94	94	106
19. O=C(CNC(=O)Cn1c(=O)[nH]c2ccccc2c1=O)N=Nc1c(O)[nH]c2ccccc12
 : 109	123	100	99	103	101	102	103	98
20. Cc1c(CCO)c(=O)n2n1CCCC2
 : 103	109	100	105	106	100	107	106	.
21. O=C(O)c1ccc(CNC(=O)c2ccccc2Nc2ccnc(C(F)(F)F)c2)cc1
 : 105	100	99	97	108	99	99	100	94
22. Cn1ncc2c1CCc1cc(S(=O)(=O)c3ccccc3)c(=O)[nH]c1-2
 : 108	109	103	94	95	103	101	114	102
23. C/C(Cc1ccc(Cl)cc1)=C(\c1ccc(OCCCN(C)C)cc1)c1ccc(OC(=O)Cc2ccccc2)cc1
 : 110	101	110	71	103	101	105	113	105
24. C=CCn1cccc1CNc1ccccc1OC
 : 109	108	97	106	104	95	101	101	95
25. CCCC[C@]1(O)C[C@H]2[C@@H]3CCc4cc(OC)ccc4[C@H]3CC[C@]2(C)[C@H]1O
 : 99	112	96	43	77	98	70	84	104
26. CCOC(=O)c1c(NS(=O)(=O)c2ccccc2[N+](=O)[O-])sc2c1CCCC2
 : 100	109	.	96	99	96	104	96	103
27. CCOC(=O)N1C(=O)/C(=C\c2ccc(Br)cc2)SC1=Nc1c(C)nn(-c2ccccc2)c1N
 : 85	84	123	.	77	91	102	95	103
28. C[C@]12CC[C@@H]3c4ccc(O)cc4CC[C@H]3[C@@H]1C[C@H](O)[C@@H]2O
 : 95	90	85	98	102	91	86	103	89
29. Cc1nc2ccccc2nc1SCc1nnc(Nc2ccc(Cl)cc2)o1
 : 56	117	80	65	66	.	74	76	62
30. O=C(O)c1ccc(-n2cc(CNc3cccc(OC(F)(F)F)c3)c(-c3ccc(F)cc3)n2)cc1
 : 97	.	92	43	82	91	118	74	93
31. O=C(O)/C=C1/OC(=O)c2ccccc21
 : 103	97	84	101	99	101	94	99	86
32. O=C(c1ccccc1)C1OC1(CBr)c1ccccc1 (centres undefined)
 : 103	105	102	59	103	92	119	87	83
33. CCCC(=O)c1ccccc1
 : 107	117	105	87	107	107	104	111	107
34. COc1ccc(C(=O)c2sc3nc4c(c(C(F)(F)F)c3c2N)CN(C(C)=O)CC4)cc1OC
 : 96	96	78	78	85	91	89	81	93
35. N=C(N)c1ccc(-c2ccc(-c3ccc(-c4ccc(Cl)c(Cl)c4)s3)s2)cc1
 : 98	96	89	92	99	102	90	101	89
36. O=C1Nc2ccccc2C1=Nc1ccc(F)c(Cl)c1
 : 108	103	96	86	99	95	106	101	94
37. Cn1ccnc1C(=O)/C=C/c1ccc(CC(=O)Nc2ccc(Br)cc2)cc1
 : -11*	11	43	2.9*	16	25	22	4.0*	6.4*
38. NC(N)=Nc1ccc(Nc2cccc(Nc3ccc(Cl)c(C(F)(F)F)c3)c2)cn1
 : -24*	-31*	24	8.2*	88	42	74	45	-6.7*
39. O=c1[nH]c2cc([N+](=O)[O-])ccc2c2ccc([N+](=O)[O-])cc12
 : 50	98	81	62	76	85	99	70	.
40. O=C(CCc1nnc2sc(OCc3ccccc3)nn12)c1nc2ccc([N+](=O)[O-])cc2[nH]1
 : 105	96	95	79	99	85	103	95	93

# Whole records from above.
# Shown for O=C(O)c1ccc(Nc2ccnc(SCC(=O)c3ccc(-c4ccccc4)cc3)n2)cc1 : NCI-H460 = 109; OVCAR-3 = 101; NCI-H226 = 102; NCI-H522 = 100; NCI/ADR-RES = 103; NCI-H23 = 99; OVCAR-5 = 100; OVCAR-8 = 104; NCI-H322M = 91
# Shown for COc1ccc(C(=O)O)cc1[N+](=O)[O-] : NCI-H460 = 114; OVCAR-3 = 104; NCI-H226 = 96; NCI-H522 = 94; NCI/ADR-RES = 102; NCI-H23 = 98; OVCAR-5 = 94; OVCAR-8 = 94; NCI-H322M = 106
# Shown for CCN1CCN(Cc2cn(-c3ccc(S(N)(=O)=O)cc3)nn2)CC1 : NCI-H460 = 108; OVCAR-3 = 112; NCI-H226 = 97; NCI-H522 = 98; NCI/ADR-RES = 111; NCI-H23 = 108; OVCAR-5 = 108; OVCAR-8 = 102; NCI-H322M = 106

# Additional records:
# Values run as follows: NCI-H460	OVCAR-3	NCI-H226	NCI-H522	NCI/ADR-RES	NCI-H23	OVCAR-5	OVCAR-8	NCI-H322M
41. COC(=O)c1cc2oc(/C=C3/N=C(c4ccccc4)OC3=O)cc2n1C
 : 115	.	124	94	98	97	101	102	118
42. CC12CC[C@@H]3[C@]4(C)COC(c5cn(-c6ccccc6)nc5-c5ccccc5)O[C@@H]4CC[C@@]3(C)[C@@H]1CC(C1=CCOC1=O)O2 (some centres undefined)
 : 77	72	70	74	84	73	85	84	79
43. Cc1nn(-c2ccccc2)c(N2CCOCC2)c1-c1nc2ccc([N+](=O)[O-])cc2[nH]1
 : 100	110	111	80	105	107	108	102	93
44. CCC(=O)c1c(C(=O)OC)c(C(=O)OC)c2c3ccccc3c3ccccc3n12
 : 124	122	95	112	101	94	98	106	106
45. CC(=O)N=C1CSc2ccccc2N1C
 : 111	128	99	117	114	101	101	.	148
46. CC(C)C1=CC23CCC4C(C)(C(=O)O)CCCC4(C)C2CC1C1C(=O)N(c2ccccc2)C(=O)C13 (centres undefined)
 : 92	85	100	.	94	104	99	104	111
47. COc1ccc2c(c1)O/C(=C\c1cccc(OCC(=O)Nc3nc4ccccc4s3)c1)C2=O
 : 110	89	84	-60*	-60*	-1.9*	96	5.5*	106
48. O=C1C=CC(=O)c2c(O)c(CO)c(CO)c(O)c21
 : 102	98	110	57	97	89	85	.	119
49. C(=C1c2ccccc2-c2ccccc21)c1ccncc1
 : 34	5.4*	87	.	4.8*	59	81	64	80
50. CCNCC(O)Cc1ccccc1OC (centres undefined)
 : 106	100	97	68	98	98	101	95	92
51. NC1CCC(Nc2nc(NCc3ccc(-c4ccccc4O)nc3)c3ncn(C4CCCC4)c3n2)CC1 (centres undefined)
 : -8.3*	-6.3*	-3.4*	-55*	10	-50*	19	7.3*	10
52. Cn1cc(-c2nc(-c3ccsc3)cs2)c2cccnc21
 : 111	103	73	65	98	83	101	96	.
53. O=C(Nc1sc2c(c1C(=O)NC1CCCCC1)CCCC2)c1ccccc1
 : 102	109	.	99	104	104	101	100	106
54. O=C1c2ccccc2OC=C(c2ccccc2)N1CCCCN1CCCCC1
 : 47	64	84	25	89	67	101	52	91
55. CC(C)(C)NC(=O)CN(C(=O)c1ccccc1C(=O)NCc1ccco1)C(C)(C)C
 : 104	110	94	90	106	105	110	98	91
56. COc1cccc(-c2nn(-c3ccccc3)cc2-c2ccnc(NCCCNS(=O)(=O)c3ccc(C(F)(F)F)cc3)c2)c1
 : 25	36	37	17	23	29	50	31	69
57. COC(=O)c1nc(=S)[nH]c(C(=O)OC)c1C(=O)c1ccccc1
 : 114	112	90	103	108	101	106	110	106
58. CC(C)=CCC(O)(c1ccccc1)c1nccs1 (centres undefined)
 : 105	115	90	97	104	.	94	98	.
59. Cc1ccccc1-n1c(C)nc2cc(NC(=O)c3cccs3)ccc2c1=O
 : 113	110	117	98	113	106	105	110	124
60. CCOC(=O)/C=C1\S/C(=N\Nc2cc(=O)[nH]c3cccc(C)c23)N(c2ccccc2)C1=O
 : 95	95	88	89	102	89	101	95	99

# Laid out differently: results already given
49) C(=C1c2ccccc2-c2ccccc21)c1ccncc1
  NCI-H460: 34; OVCAR-3: 5.4*; NCI-H226: 87; NCI-H522: .; NCI/ADR-RES: 4.8*; NCI-H23: 59; OVCAR-5: 81; OVCAR-8: 64; NCI-H322M: 80

50) CCNCC(O)Cc1ccccc1OC (centres undefined)
  NCI-H460: 106; OVCAR-3: 100; NCI-H226: 97; NCI-H522: 68; NCI/ADR-RES: 98; NCI-H23: 98; OVCAR-5: 101; OVCAR-8: 95; NCI-H322M: 92

# Reformatted: results already given.
no.	SMILES	NCI-H460	OVCAR-3	NCI-H226	NCI-H522	NCI/ADR-RES	NCI-H23	OVCAR-5	OVCAR-8	NCI-H322M
43	Cc1nn(-c2ccccc2)c(N2CCOCC2)c1-c1nc2ccc([N+](=O)[O-])cc2[nH]1	100	110	111	80	105	107	108	102	93
44	CCC(=O)c1c(C(=O)OC)c(C(=O)OC)c2c3ccccc3c3ccccc3n12	124	122	95	112	101	94	98	106	106

# Later entries.
# Values run as follows: NCI-H460	OVCAR-3	NCI-H226	NCI-H522	NCI/ADR-RES	NCI-H23	OVCAR-5	OVCAR-8	NCI-H322M
61. O=C(Nc1ccccc1O)c1ccccc1
 : 102	119	97	76	93	95	117	96	104
62. CCOC(=O)c1cc2c(n1Cc1cc(OC)cc(OC)c1)-c1nc(N)sc1CCC2
 : 98	111	85	68	93	91	105	82	97
63. Cc1cc(NS(=O)(=O)c2ccc3ncc(C(N)=O)c(Nc4ccc(Cl)cc4)c3c2)no1
 : 103	105	89	87	99	94	103	102	93
64. CCn1cnc2c(Nc3ccccn3)nc(Cl)nc21
 : 102	106	105	91	105	107	99	104	99
65. CCOC(=O)c1c(C)nc2ccccc2c1/C=C/c1cccc(OC)c1
 : 96	101	82	59	71	69	102	68	101
66. O=S(=O)(NO)c1ccc(Cl)cc1
 : 109	116	95	88	106	106	103	90	96
67. NC(=O)c1ccccn1
 : 102	107	98	111	109	106	94	.	97
68. C=C1C(=O)O[C@H]2[C@H]1CC/C(C=Nc1c(N)cc(F)cc1Br)=C\CC[C@@]1(C)O[C@@H]21
 : 96	51	83	54	109	93	103	78	98
69. CCN(CC)Cc1c(O)ccc2cc(-c3nc4ccccc4[nH]3)c(=O)oc12
 : 110	118	95	102	99	99	119	126	91
70. CCOc1cc(\C=N/N=C(N)/C(N)=N\N=C/c2ccc(O)c(OCC)c2)ccc1O
 : 107	113	100	105	99	98	115	68	103
71. c1ccc(-c2nnc(COc3ccc(-c4cc5ccccc5[nH]4)cc3)o2)cc1
 : 111	112	101	93	122	123	110	125	.

# Two compounds drawn at random from those above, as already listed:
# Values run as follows: NCI-H460	OVCAR-3	NCI-H226	NCI-H522	NCI/ADR-RES	NCI-H23	OVCAR-5	OVCAR-8	NCI-H322M
32. O=C(c1ccccc1)C1OC1(CBr)c1ccccc1 (centres undefined)
 : 103	105	102	59	103	92	119	87	83
1. CC(=O)c1c(Nc2cccc(F)c2)[nH]c2c(Cl)cc(Cl)c(Cl)c2c1=O
 : 3.6*	15	-4.3*	-8.4*	3.9*	3.8*	15	7.7*	9.0*
